# proCasp7 act = counter-screen: procaspase-7 (human) activation. recombinant procaspase-7, Ac-DEVD-pNA absorbance 405 nm; D23A/D198A/D206A triple mutant, cannot self-cleave; scale: DMSO 0, 5 µM enzyme 100. activation, % at 8.5 µM. 330,000 compounds, 0.093% hits. AID 463210;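 active means percent activation above the screen-wide mean plus 3 SD, cut at about 25% in these data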
# Target sequence (P55210 whole entry D23A/D198A/D206A): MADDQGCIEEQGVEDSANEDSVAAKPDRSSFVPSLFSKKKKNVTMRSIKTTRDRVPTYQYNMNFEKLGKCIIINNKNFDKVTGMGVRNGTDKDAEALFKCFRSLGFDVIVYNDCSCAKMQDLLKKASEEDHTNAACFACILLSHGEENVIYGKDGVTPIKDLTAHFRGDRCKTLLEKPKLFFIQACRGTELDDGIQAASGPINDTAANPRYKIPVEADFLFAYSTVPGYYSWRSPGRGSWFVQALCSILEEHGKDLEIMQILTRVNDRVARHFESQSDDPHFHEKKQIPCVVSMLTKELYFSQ
#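 Assay system – Uncleavable procaspase-7 mutant enzyme · Quantity – 2 µM procaspase-7 mutant as dispensed · Times – 1 h preincubation, 2 h reaction · Dosing – single nominal 8.5 µM compound dose, 0.8% DMSO final · Buffer or medium – Zinc-free 50 mM HEPES buffer, pH 7.4, with NaCl and Triton X-100 · Detection – Epi-absorbance of released pNA at 405 nm, two timepoints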
# PP1 counter = counter-screen for PP5 inhibitors: inhibitors of human PP1-alpha. P62136. purified PP1alpha, OMFP fluorescence. inhibition, % at 6.7 µM. 320,000 compounds, 0.9% hits. AID 2235;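 active means inhibition above the mean inhibition of all tested compounds plus 3 SD, computed separately for each screening campaign, cut at about 15% in these data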
# JMJD2C inh = blocks human GASC-1 demethylase activity. Q9H3R0. GST-JMJD2C(1-420) H3K9me3 demethylation, DELFIA europium. inhibition, % at 2.35 µM. 330,000 compounds, 0.069% hits;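 active means more than half of a compound's replicate wells show inhibition beyond 50%, single wells judged on their own value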;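 further: signal counts dimethyl H3K9 product captured on neutravidin plate; 0% = median of DMSO wells and 100% = 0.3 times that DMSO median; strong numbers were not always called active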
# proCasp3 act = activates human procaspase-3; 330,000 compounds, 0.11% hits; AID 463141; recombinant procaspase-3 D3A, Ac-DEVD-pNA absorbance 405 nm; P42574; activation, % at 8.5 µM;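 active means activation above the mean of all tested compounds plus 3 SD, cut at about 21% in these data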;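 further: 0% = DMSO alone and 100% = DMSO wells spiked with extra 5 µM PC-3 D3A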
# Target sequence (P42574 whole entry D9A/D28A/D175A): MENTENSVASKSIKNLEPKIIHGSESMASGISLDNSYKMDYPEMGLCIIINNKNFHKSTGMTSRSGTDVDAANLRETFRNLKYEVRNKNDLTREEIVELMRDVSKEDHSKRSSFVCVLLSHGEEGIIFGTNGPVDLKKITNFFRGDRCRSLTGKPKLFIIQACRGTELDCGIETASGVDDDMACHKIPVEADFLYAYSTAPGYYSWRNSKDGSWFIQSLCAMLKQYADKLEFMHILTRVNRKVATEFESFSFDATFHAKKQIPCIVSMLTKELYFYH
#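 Evaluation: percent activation relative to control range; Material: Procaspase-3 D3A mutant, all three cleavage aspartates alanine; Compound: single dose, 8.5 µM nominal compound, 0.8% DMSO; Replication: one well per compound; Signal: absorbance at 405 nm, 0 and 120 min; Schedule: 1 h preincubation plus 2 h reaction at 25 °C.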
# CTSL1 counter = cathepsin L1 inhibition, PFM18AAP counter-screen; recombinant F. hepatica cathepsin L1, Z-Leu-Arg-MCA fluorescence; inhibition, % at 5.96 µM; 300,000 compounds, 0.49% hits; AID 1906;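 active means inhibition above the mean of all tested compounds plus 3 SD, set per screening campaign, cut at about 17% in these data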;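 further: 0% = plate median of test compound wells and 100% = 1 µM Z-Phe-Ala-diazomethylketone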
# core dimer inh = blocks dimerization of HCV core protein; AID 1899; 300,000 compounds, 0.33% hits; TR-FRET GST/Flag-core106 dimerization, 1536-well; inhibition, % at 5 µM;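 active means inhibition above the mean of all tested compounds plus 3 SD, set per screening campaign, cut at about 45% in these data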
#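 Assay system – GST-tagged and Flag-tagged HCV core protein residues 1-106 · Quantity – core106 proteins, GST 13.5 nM and Flag 17 nM · Benchmarks – unlabelled core106 and no-GST-core106 wells · Read-out basis – percent inhibition of core106 dimerization signal · Detection – time-resolved FRET, ex 340 nm, em 617 and 671 nm · Schedule – 4 h at 22.5 °C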
# GRK2 aptamer HTS = human GRK2 inhibition via aptamer displacement; bead flow cytometry, FAM-aptamer displacement from GRK2; 330,000 compounds, 0.59% hits; inhibition of aptamer binding, % at 10 µM; AID 488847;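 active means inhibition of aptamer binding above 40%, roughly 3 SD of noise, on plates passing a quality check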;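 further: median bead fluorescence of bound FAM aptamer so fluorescent compounds give negative values; no value below 0 was filed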
# VLA-4 inh = inhibition in a human VLA-4 binding assay; P13612; VLA-4 expressing cells, ligand binding flow cytometry; inhibition, % (about 7 µM as worked out from the volumes in the protocol); 330,000 compounds, 0.2% hits; AID 2557; in the data active means inhibition above about 50%
# PP5 primary = inhibitors of human protein phosphatase 5 (PP5); 320,000 compounds, 0.18% hits; AID 1987; purified PP5c, OMFP substrate fluorescence; inhibition, % at 6.7 µM; P53041;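 active means inhibition above the campaign's mean inhibition across all tested compounds plus 3 SD, cut at about 9.5% in these data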;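 further: 0% = DMSO only and 100% = 100 µM cantharidin control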
# Target sequence (P53041 whole entry, looked up): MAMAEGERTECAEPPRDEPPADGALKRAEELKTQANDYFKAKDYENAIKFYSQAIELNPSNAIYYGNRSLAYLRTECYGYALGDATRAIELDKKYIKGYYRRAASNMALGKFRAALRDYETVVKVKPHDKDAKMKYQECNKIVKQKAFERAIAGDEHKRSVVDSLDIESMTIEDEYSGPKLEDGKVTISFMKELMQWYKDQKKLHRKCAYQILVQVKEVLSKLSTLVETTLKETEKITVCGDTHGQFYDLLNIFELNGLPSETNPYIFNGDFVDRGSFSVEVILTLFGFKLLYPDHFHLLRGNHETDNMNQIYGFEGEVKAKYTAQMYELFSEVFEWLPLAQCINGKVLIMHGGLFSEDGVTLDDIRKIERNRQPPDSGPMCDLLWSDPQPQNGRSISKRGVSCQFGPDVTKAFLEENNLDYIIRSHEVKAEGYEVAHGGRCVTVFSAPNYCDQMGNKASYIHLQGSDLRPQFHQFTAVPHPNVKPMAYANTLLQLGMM
# Starred values were filed as active, the others as inactive; / = no result given.
SMILES,proCasp7 act,PP1 counter,JMJD2C inh,proCasp3 act,CTSL1 counter,core dimer inh,GRK2 aptamer HTS,VLA-4 inh,PP5 primary
COc1ccccc1NC(=O)C(C)Sc1nnnn1C (centres undefined),7,-7,0,10,-4,2,1,26,2.3
COc1ccc(OC)c(-c2nnc(SCC(=O)N3CCCC3)o2)c1,2,1,-10,1,2,-2,2,4,0.2
FC(F)(F)c1nc(NCc2cccnc2)c2ccccc2n1,-9,4,1,4,4,11,0,10,0.6
C=CCN1C(=O)C(CC(=O)NCC)SC1=Nc1cc(Cl)ccc1Cl (centres undefined),2,-4,-4,4,-1,-13,/,13,1.0
O=C(CCC(=O)c1ccc(F)cc1)Nc1cccnc1,-2,0,-8,-3,-2,6,0,34,2.4
Cc1cccc(/C=C(\C(=O)O)c2ccc(S(=O)(=O)N3CCCC3)s2)c1,12,/,0,-3,/,/,8,1,/
COc1ccccc1N(CC(O)CN1CCOCC1)S(=O)(=O)c1ccccc1 (centres undefined),-6,1,1,12,-3,-1,2,4,-0.3
CC(=O)Nc1ccc(OCc2ccc(S(=O)(=O)Cc3ccccc3)cc2)cc1,10,1,0,9,1,-1,0,2,-1.6
CS(=O)(=O)N1CCC(C(=O)NCc2ccc(Cl)cc2)CC1,-6,-3,4,8,2,0,0,2,2.7
Cc1ccc(CNC(=O)CCCn2nc(C)c3c(C)n(-c4ccccc4)nc3c2=O)cc1,-13,-5,-3,0,-3,10,1,41,1.1
Cc1cc(C)c(OCCCCn2cnc3ccccc3c2=O)c(C)c1,-4,2,24,-6,-3,-6,1,4,3.0
O=C(NC1CCCCC1)C(c1ccncc1)N(Cc1ccc2c(c1)OCO2)C(=O)C(F)(F)F (centres undefined),-4,-1,2,-7,0,-3,2,3,2.9
CC(=O)Nc1ccccc1C(=O)C(=O)O,3,-3,-8,1,3,-3,0,21,-2.9
COc1ccc(CCn2nnnc2C(C(C)C)N2CCN(c3ncccn3)CC2)cc1OC (centres undefined),-3,-4,5,-5,-1,-2,0,3,2.1
CCN(CC)CCCNC(=O)c1cc2nc(-c3ccccc3)cc(C(F)(F)F)n2n1,-11,1,-1,4,0,-7,2,11,2.2
O=C(Nc1ccc2[nH]c(=O)[nH]c2c1)c1cc(F)c(F)cc1Cl,5,-3,8,2,1,-5,4,-2,0.5
CCOC(=O)c1nn(-c2ccccc2)c(=O)cc1OCC(=O)Nc1cccc(OC)c1,6,7,14,0,4,1,0,0,0.8
COc1ccc(Cl)cc1N1C(=O)C2CCCN2C1c1ccccc1F (centres undefined),6,-1,3,0,1,-3,0,-15,-1.2
O=C(N/N=C/C=C/c1ccco1)c1cnccn1,-4,1,1,-17,3,-1,2,5,1.2
Cc1ccc(O)c(C(=O)/C=C/c2ccc3c(c2)OCCO3)c1,-11,0,-16,-1,0,10,0,4,3.6
CC(C)Cc1nc(N2CCCCC2)c(C#N)c2c1CCC2,4,0,0,3,1,-4,0,-14,-1.1
COc1ccc(NC(=O)CCNS(=O)(=O)c2cccc3nonc23)cc1Cl,1,1,-24,-6,-4,1,2,12,1.1
COc1ccc(CN2C(=O)C(=O)N(CC(N)=O)C2=O)cc1,5,1,-8,0,2,-2,0,-1,-0.7
C#CCOCCOCCOCCNc1nc(N2CCN(C(=O)[C@H](CCC(=O)O)n3cc(C(N)CO)nn3)CC2)nc(N2CCN(C(=O)[C@H](CCC(=O)O)n3cc(C(N)[C@H](C)CC)nn3)CC2)n1 (some centres undefined),3,5,18,2,0,-22,0,-2,1.6
COc1ccc(CNC(=O)CCc2ccc(S(=O)(=O)N3CCCCCC3)cc2)cc1,5,0,3,7,/,/,1,1,3.4
CC(C)=CC(=O)Nc1ccc(Br)cc1,-4,-4,-1,-8,0,-1,0,-4,4.3
COC(=O)CCN(C(=O)c1ccc(OC(C)=O)cc1)c1ccccn1,4,-8,143,3,-7,-4,1,-6,-1.4
Cc1ccc(-n2ncc3c2CC(C)(C)CC3NC(=O)C2CCOCC2)cc1 (centres undefined),8,0,12,10,2,1,2,9,-1.4
CC(C)(C)NC(=O)N1CCCC(C(=O)c2cccc(Cl)c2)C1 (centres undefined),-8,-2,1,1,0,5,0,21,1.1
O=C(CSCc1ccc(Cl)cc1)N1CCN(Cc2ccc3c(c2)OCO3)CC1,9,0,-16,8,3,4,1,3,2.3
COc1ccccc1-c1ccc(=O)n(CC(=O)NCc2ccco2)n1,-2,-2,6,-7,1,-31,2,4,-0.3
CC(C)C(=O)Nc1ccc(C(=O)NNC(=O)CCCOc2ccc(Cl)cc2Cl)cc1,-13,3,-1,12,1,0,0,-5,2.5
CC(=O)NCC1CCN(C(=O)C2CCC(=O)N(CCc3cccc(F)c3)C2)CC1 (centres undefined),7,-4,5,3,-3,3,0,10,2.8
O=C(c1ccccc1OC(F)F)N1CCN(S(=O)(=O)c2ccc3c(c2)OCCCO3)CC1,6,-1,-3,10,/,/,0,4,-0.4
COc1cccc(NC(=O)CCNS(=O)(=O)c2cccc3nsnc23)c1,-6,-1,-12,7,-2,-1,0,-1,0.1
O=C(COc1ccc(Oc2ccccc2)cc1)NC1CCS(=O)(=O)C1 (centres undefined),7,/,-6,-10,/,/,0,13,/
Cc1ccc(C2(CCNCc3ccc(N(C)C)cc3)CCOC(C(C)C)C2)cc1 (centres undefined),8,-1,-17,-4,-2,-3,0,6,2.5
COc1ccccc1NC(=O)CN1CCOCC1,10,-1,3,1,-4,-6,0,4,-0.1
COc1ccc(NC(=O)CCCN2C(=O)CN(C)C2=O)cc1Cl,11,3,-6,3,/,/,2,3,-1.3
CN(C)c1ccc(N=Cc2nc(-c3ccccc3)oc2O)cc1,-18,1,2,5,8,-52,0,-4,2.7
NC(=O)Cn1nc([N+](=O)[O-])nc1Oc1ccc(Br)cc1,12,-4,0,1,-3,-1,1,15,-3.4
Cc1ccc(/C=N/n2c(C)nnc2C)o1,-13,-8,-5,11,-1,6,0,-8,0.6
Cc1ccc(S(=O)(=O)NCC(=O)N(CC(=O)NCC2CCCO2)Cc2ccccc2Cl)cc1 (centres undefined),6,1,-2,6,2,-13,1,-7,0.9
COc1cccc(N(CC(=O)NCCSCc2ccco2)S(=O)(=O)c2ccccc2)c1,-17,1,-4,-8,-1,1,0,12,-2.5
CCN1CCN(C(=O)C2CCCN(c3ncnc4c3nc3n4CCCCC3)C2)CC1 (centres undefined),8,4,-12,9,0,-2,1,10,-0.5
COc1ccc(-c2csc3ncnc(N4CCN(S(=O)(=O)c5cccc(C(F)(F)F)c5)CC4)c23)cc1,4,1,-7,4,1,6,0,-5,-1.9
O=[N+]([O-])c1cccc(-c2c(-c3ccccc3)ncc3cc(F)ccc23)c1,-13,-2,-1,-4,/,/,0,0,0.0
CCCN1CCC(=O)N(CCO)CC1,4,2,11,-2,2,-4,0,3,-0.8
COc1ccccc1CC(=O)N1CCN(S(=O)(=O)c2ccccc2)CC1,-2,3,-37,-6,1,-5,0,-6,-2.0
Cc1c(OC(C)C(=O)NCC2CCC(C(=O)O)CC2)ccc2c(-c3ccccc3)cc(=O)oc12 (centres undefined),-3,3,-5,-1,-2,-2,0,-1,2.5

# (more compounds)
SMILES,proCasp7 act,PP1 counter,JMJD2C inh,proCasp3 act,CTSL1 counter,core dimer inh,GRK2 aptamer HTS,VLA-4 inh,PP5 primary
COc1ccc(OC)c(-c2cc(C(=O)NCc3ccc(Cl)cc3)no2)c1,1,-1,8,0,2,4,3,-8,-1.9
CC1CCCC(C)N1CCCNC(=O)c1csc2c1CCCCC2 (centres undefined),3,-1,-19,-2,0,-2,0,1,0.3
Cc1ccc(Oc2ccc(NC(=O)CCC(=O)OCC(=O)c3cccs3)cc2)cc1C,16,0,-8,-8,1,-4,3,6,2.8
O=C(Nc1cccc(S(=O)(=O)Nc2ccc(SC(F)F)cc2)c1)C1CCC1,0,/,0,3,/,/,0,2,/
Cc1sc(NC(=O)c2ccccc2F)c(CN2CCCCC2)c1C,-13,1,8,3,5,-6,3,-15,6.2
Fc1ccc(C(c2nnnn2C2CCCC2)N2CCc3ccccc32)cc1 (centres undefined),3,5,2,6,2,5,2,-10,2.2
O=C(Nc1ccccc1)c1ccc(NCc2cccnc2)c(S(=O)(=O)N2CCOCC2)c1,5,3,2,11,7,0,3,-15,2.3
CCOC(=O)C1CCN(C(=O)COc2ccc(Br)cc2)CC1,-5,-2,-13,0,-1,1,1,5,3.3

# Not a retest: 14 of the compounds above.
SMILES,proCasp7 act,PP1 counter,JMJD2C inh,proCasp3 act,CTSL1 counter,core dimer inh,GRK2 aptamer HTS,VLA-4 inh,PP5 primary
CCN1CCN(C(=O)C2CCCN(c3ncnc4c3nc3n4CCCCC3)C2)CC1 (centres undefined),8,4,-12,9,0,-2,1,10,-0.5
COc1ccc(-c2csc3ncnc(N4CCN(S(=O)(=O)c5cccc(C(F)(F)F)c5)CC4)c23)cc1,4,1,-7,4,1,6,0,-5,-1.9
O=[N+]([O-])c1cccc(-c2c(-c3ccccc3)ncc3cc(F)ccc23)c1,-13,-2,-1,-4,/,/,0,0,0.0
CCCN1CCC(=O)N(CCO)CC1,4,2,11,-2,2,-4,0,3,-0.8
COc1ccccc1CC(=O)N1CCN(S(=O)(=O)c2ccccc2)CC1,-2,3,-37,-6,1,-5,0,-6,-2.0
Cc1c(OC(C)C(=O)NCC2CCC(C(=O)O)CC2)ccc2c(-c3ccccc3)cc(=O)oc12 (centres undefined),-3,3,-5,-1,-2,-2,0,-1,2.5
COc1ccc(OC)c(-c2cc(C(=O)NCc3ccc(Cl)cc3)no2)c1,1,-1,8,0,2,4,3,-8,-1.9
CC1CCCC(C)N1CCCNC(=O)c1csc2c1CCCCC2 (centres undefined),3,-1,-19,-2,0,-2,0,1,0.3
Cc1ccc(Oc2ccc(NC(=O)CCC(=O)OCC(=O)c3cccs3)cc2)cc1C,16,0,-8,-8,1,-4,3,6,2.8
O=C(Nc1cccc(S(=O)(=O)Nc2ccc(SC(F)F)cc2)c1)C1CCC1,0,/,0,3,/,/,0,2,/
Cc1sc(NC(=O)c2ccccc2F)c(CN2CCCCC2)c1C,-13,1,8,3,5,-6,3,-15,6.2
Fc1ccc(C(c2nnnn2C2CCCC2)N2CCc3ccccc32)cc1 (centres undefined),3,5,2,6,2,5,2,-10,2.2
O=C(Nc1ccccc1)c1ccc(NCc2cccnc2)c(S(=O)(=O)N2CCOCC2)c1,5,3,2,11,7,0,3,-15,2.3
CCOC(=O)C1CCN(C(=O)COc2ccc(Br)cc2)CC1,-5,-2,-13,0,-1,1,1,5,3.3

# Bioassay records: PubChem, several laboratories
